PostGolgi yeast – growth inhibition of a yeast mutant, post-Golgi transport screen; hit rate 0.9% among 98,000; AID 739; inhibition, % at 10 µM; post-Golgi transport phenotypic cell assay;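 note: yeast cells grown in 1536-well plates; yeast grown about 18 h at 30C before absorbance read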
HIV Rev-RRE inh – HIV Rev-RRE protein-RNA interaction inhibition; P05866; Rev peptide-RRE RNA binding, FRET; inhibition, % at 8 µM; hit rate 0.79% among 97,000;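 active = inhibition above the screen-wide mean plus 3 SD, cut at about 35% in these data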;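 note: 0% = median DMSO wells and 100% = median Neomycin B control wells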
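Assay system: labelled RRE RNA duplex and labelled Rev peptide / Medium: HEPES pH 7.5 salt buffer with EDTA / Reagent: labelled Rev peptide / Schedule: 5 + 15 min at 25 °C / Signal: FRET, excitation 480 nm, emission 540 nm donor and 671 nm acceptor / Benchmarks: DMSO and neomycin B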
S1P2 antag – antagonists of human S1P2 receptor. hit rate 0.21% among 97,000. cell-based S1P2 antagonist assay, inhibition at 5 uM. O95136. inhibition, % at 5 µM. AID 736; in the data active = inhibition above about 45%;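 note: CRE beta-lactamase reporter cells expressing human S1P2 stimulated with S1P; 0% = agonist at EC80 alone and 100% = agonist plus reference antagonist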
S1P2 ag – S1P2 (human) receptor agonism; AID 729; O95136; hit rate 0.46% among 97,000; activation, % at 4.5 µM; S1P2-expressing cell line, agonist reporter read-out; in the data active = activation above about 16%;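 note: 0% = vehicle low control and 100% = maximal reference agonist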
PTPN22 inh 2 – LYP (human) phosphatase inhibition; inhibition, % at 2 µM; recombinant LYP catalytic domain, DiFMUP fluorescence; hit rate 0.21% among 96,000;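 active = inhibition at 2 µM at or above a set limit, the screen mean plus 3 SD, cut at about 24% in these data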;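 note: 0% = DMSO with enzyme and 100% = enzyme fully blocked by orthovanadate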
EphB4 antag – EphB4-ephrin-B2 interaction antagonism; P54760; EphB4 LBD / TNYL-RAW-Alexa532 peptide, fluorescence polarization; inhibition, % at 7 µM; hit rate 0.15% among 97,000;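 active = inhibition above the screen-wide mean inhibition plus 3 SD, cut at about 15% in these data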;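 note: 0% = DMSO wells and 100% = excess unlabeled TNYL-RAW peptide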
PTPN22 act – LYP (human) phosphatase activation | Q9Y2R2 | recombinant LYP, DiFMUP fluorescence; 0 = plate median, 100 = signal doubled | activation, % at 2 µM | hit rate 0.11% among 96,000;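 active = activation at 2 µM above a set limit, the mean plus 5 SD, cut at about 37% in these data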
FAK blocker – blocks human focal adhesion kinase activity; AID 727; biochemical FAK kinase activity assay; hit rate 0.84% among 97,000; inhibition, %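 (tested at 7 µM)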; in the data active = inhibition above about 19%;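 note: 0% = DMSO and 100% = reference compound high control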
Target sequence (Q05397 whole entry, looked up): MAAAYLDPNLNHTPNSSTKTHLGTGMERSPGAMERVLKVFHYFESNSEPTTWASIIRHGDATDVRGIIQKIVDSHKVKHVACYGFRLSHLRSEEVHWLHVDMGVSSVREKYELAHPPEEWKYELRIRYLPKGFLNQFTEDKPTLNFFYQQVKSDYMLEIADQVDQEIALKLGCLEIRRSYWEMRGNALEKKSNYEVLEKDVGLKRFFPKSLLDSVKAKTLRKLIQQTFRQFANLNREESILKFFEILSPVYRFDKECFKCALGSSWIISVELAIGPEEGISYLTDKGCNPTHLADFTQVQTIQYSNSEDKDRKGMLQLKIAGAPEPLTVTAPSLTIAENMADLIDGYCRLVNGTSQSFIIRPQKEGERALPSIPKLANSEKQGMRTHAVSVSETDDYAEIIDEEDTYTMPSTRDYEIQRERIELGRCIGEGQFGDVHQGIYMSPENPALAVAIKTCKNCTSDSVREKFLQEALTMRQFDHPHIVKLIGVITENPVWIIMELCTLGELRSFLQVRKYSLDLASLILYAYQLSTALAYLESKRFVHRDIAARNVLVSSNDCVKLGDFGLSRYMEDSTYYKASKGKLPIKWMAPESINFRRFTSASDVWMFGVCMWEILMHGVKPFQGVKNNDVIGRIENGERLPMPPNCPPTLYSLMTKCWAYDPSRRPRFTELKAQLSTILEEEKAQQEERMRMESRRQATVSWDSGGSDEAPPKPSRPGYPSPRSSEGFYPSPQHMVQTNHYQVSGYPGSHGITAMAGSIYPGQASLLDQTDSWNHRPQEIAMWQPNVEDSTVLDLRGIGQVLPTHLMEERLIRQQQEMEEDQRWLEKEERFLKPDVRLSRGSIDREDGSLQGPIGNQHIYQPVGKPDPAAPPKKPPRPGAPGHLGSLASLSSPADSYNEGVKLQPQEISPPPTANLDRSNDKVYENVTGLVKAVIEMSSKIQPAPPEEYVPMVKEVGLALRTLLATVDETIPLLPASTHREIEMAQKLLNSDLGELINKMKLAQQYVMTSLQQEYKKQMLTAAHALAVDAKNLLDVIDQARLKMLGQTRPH
PostGolgi ctrl – yeast control strain growth, post-Golgi counter-screen; efflux-deficient yeast background strain, growth absorbance A615, 16 h; inhibition, % at 10 µM; hit rate 5% among 98,000; AID 738
* = called active by the depositor; x = not tested or not shown. Cut-off read from the data, not from the text of the source, unless noted: active = inhibition above about 30%; inactive = the rest.

SMILES	PostGolgi yeast	HIV Rev-RRE inh	S1P2 antag	S1P2 ag	PTPN22 inh 2	EphB4 antag	PTPN22 act	FAK blocker	PostGolgi ctrl
CC(=O)N1CCN(C(=O)CCc2nc3ccccc3c(=O)[nH]2)CC1	3	13	3	-2	-5	9	4	-4	-1
COC(=O)c1sccc1-n1cccc1C(=O)NCc1ccccc1	9	0	-2	-5	-12	-5	7	0	1
CCCCN(C)S(=O)(=O)c1ccc(C(=O)Nc2nnc(CSC)o2)cc1	-6	-4	4	-2	0	-6	-1	-6	3
c1ccc2c(c1)oc1c(Nc3ccc(CN4CCOCC4)cc3)ncnc12	56*	9	-7	0	2	2	-3	7	20
O=C(Nc1cccc(Br)c1)c1ccn[nH]1	3	6	7	-1	-2	-7	0	1	13
O=C(CSc1nc(-c2ccccc2)cc(=O)[nH]1)N1CCc2ccccc21	2	2	-1	-2	-1	7	-2	6	6
COc1cc(CNC2CCC(C)C2)cc(OC)c1 (stereo not drawn)	-11	2	13	-4	5	12	-8	1	14
Cc1nc(=S)c2ccccc2[nH]1	19	5	-13	-8	13	2	-10	3	-3
CCS(=O)(=O)N1CCC(NC(=O)c2cc(OC)cc(OC)c2)CC1	-10	-1	-19	-4	0	-1	0	2	1
CC1CN(CN2C(=O)c3ccccc3C2=O)CC(C)O1 (stereo not drawn)	-6	1	-2	-6	1	-7	2	3	14
Cc1nn2c3ccccc3n(CCN3CCCCC3)c2nc1=O	x	7	-4	-3	2	-1	-2	1	x
COC(=O)c1cc(OC)c(OCc2cc(C(=O)OC)oc2C)c(OC)c1	-3	-4	4	-3	-19	-1	13	-4	4
O=C(CN1CCOCC1)NCc1ccccc1	-7	-1	-4	-3	9	-2	-6	-4	0
Cn1c(=O)c2c(nc(NCCCN3CCOCC3)n2Cc2ccc(Cl)cc2)n(C)c1=O	x	2	4	-5	-2	-8	-1	4	x
c1ccc(-c2nnc3sc(-c4csc5c4CCCC5)nn23)cc1	13	12	-5	-2	16	-6	-17	4	75*
c1cnc2ccc(C(c3nnnn3C3CCCC3)N3CCSCC3)cc2c1 (stereo not drawn)	x	5	-4	1	4	0	-3	1	x
CC(=O)NCCc1ccc(S(=O)(=O)N2CCOCC2)cc1	3	5	10	-5	-2	1	1	-5	-1
NC(=S)Nc1cnc2ccccc2c1	7	5	-7	0	2	-7	-4	-2	0
CCOc1ccccc1NC(=O)c1ccc(Cl)c(NC(=O)CC(c2ccccc2)c2ccccc2)c1	-16	14	-10	-6	12	1	-7	2	2
CCN(CC)Cc1cc2ccccc2c2c1COC2	13	4	8	-5	10	2	-11	-7	-5
O=C(c1cc2ccccc2oc1=O)N(Cc1ccco1)Cc1cccs1	-5	5	12	-1	-1	2	-1	1	49*
Cc1[nH]n(CCC#N)c(=O)c1CC(=O)N1CCN(c2ccccc2)CC1	-2	0	-4	-8	7	-1	-8	-8	-11
CCCCN(C)/C=N/c1c(C#N)cnn1-c1ccc(C)cc1	7	7	-17	0	3	-2	0	13	6
CC1CCc2nc3ccc(S(=O)(=O)N4CCC(C(=O)NC5CCCC5)CC4)cc3c(C(=O)O)c2C1 (stereo not drawn)	-2	0	-4	-1	4	-5	-4	-4	-6
CCOC(=O)c1cccc(NC(=O)CCc2nc(-c3ccccc3F)no2)c1	-8	18	-10	1	-8	-1	6	4	5
CC1CCN(S(=O)(=O)N2CCC(C(=O)NCCN3CCOCC3)CC2)CC1	3	8	-7	-2	7	5	-7	-2	-14
O=C(NC1CCCCC1)C1CC(=O)N(CCc2ccccc2)C1 (stereo not drawn)	-4	-2	-23	-2	8	-7	-10	0	1
COc1ccc(-c2cc(C(=O)NCCc3ccccc3)no2)cc1OC	5	3	13	-6	1	6	3	5	20
Cc1ccccc1N1C(=O)C(Cl)=C(N2CCCCCC2)C1=O	-3	10	4	-12	-8	-2	9	0	40*
Cc1ccc(NC(=O)c2cccc(OCc3c(C)noc3C)c2)cc1	-1	8	-25	1	-1	-2	4	6	-7
O=C1/C(=C/c2ccccc2)CCCc2ccccc21	-11	5	-5	-6	5	6	-5	2	3
COC(=O)c1c(NC(=O)C(C)C)sc2c1C(C(=O)OC)CC2 (stereo not drawn)	x	-4	-26	1	1	2	-5	-1	x
Brc1cc(Br)c2ncnc(N3CCCCC3)c2c1	20	2	-15	-7	-11	1	9	-1	17
Cc1nc(SCC(=O)c2ccccc2)n[nH]1	-5	3	3	-6	4	-6	-4	0	3
CCc1nc(N)c(C#N)c(-c2ccc(O)c(OC)c2)c1C	9	-3	-29	2	4	0	-6	0	9
CC(C)(C)SCCNC(=O)CN1C(=O)c2ccccc2S1(=O)=O	-5	3	-5	-9	2	-4	-5	-8	5
CCNC(=O)CN(c1ccc(C)cc1)S(=O)(=O)c1ccccc1	-2	6	-8	-3	-2	2	-2	-3	5
CCOc1cc2[nH]c(=S)n(CC3CCCO3)c(=O)c2cc1OCC (stereo not drawn)	4	2	-3	-5	0	10	-3	1	2
COc1ccc(CCNC(=O)C2CCN(c3ccc(N4CCOCC4)nn3)CC2)c(OC)c1	1	-1	1	-2	-3	-2	2	-3	18
Cc1sc2c(c1C)C(=O)NC(c1cccc(O)c1)N2 (stereo not drawn)	6	5	10	-3	1	3	-4	13	5
COc1ccccc1CNC(=O)CCC(=O)Nc1nnc(C(C)C)s1	-9	1	0	1	4	-6	-3	-1	0
Cc1cc(=O)oc2cc(NC(=O)C3CC(=O)N(Cc4ccccc4)C3)ccc12 (stereo not drawn)	1	2	11	-3	-10	-3	10	-1	18
CCCC(=O)Nc1cc(OC)c(OC)cc1C(=O)O	9	8	-17	-6	-9	-10	6	0	11
Cc1[nH]n(-c2ccccc2)c(=S)c1C=Nc1cccc([N+](=O)[O-])c1	2	0	7	-1	0	4	4	0	7
O=C1Nc2ccc(S(=O)(=O)N3CCOCC3)c3cccc1c23	2	3	-2	-1	-6	2	6	1	-1
COc1cc(C2C3=C(CC(C)(C)CC3=O)N(C)C(=O)N2C)cc(OC)c1OC (stereo not drawn)	9	0	-7	-5	0	-10	-2	-2	10
Cc1cc(C)cc(NC(=O)N2CCCC2C(=O)Nc2ccc(-n3cnnn3)cc2)c1 (stereo not drawn)	3	1	-4	-2	2	1	-6	0	-6
CC(=O)N1CCc2cc(NC(=O)c3ccc(C)cc3)ccc21	-6	8	-5	3	4	5	-5	1	14
CCN1C(=O)/C(=C/c2cnn(C)c2C)SC1=S	9	14	1	-4	-6	-2	9	-1	-1
Cc1ccc(S(=O)(=O)n2c(CN3CCCC(C)C3)nc3ccccc32)cc1 (stereo not drawn)	-1	18	9	-4	-3	3	0	-2	1
CC1=C(C#N)C(c2ccoc2)C(C(=O)OCc2ccccc2)=C(N)S1 (stereo not drawn)	-8	18	16	-3	0	9	-2	-1	25
CCOC(=O)c1c(P(=O)(N2CCOCC2)N2CCOCC2)noc1N	-4	9	-17	0	-4	-7	4	1	6
COc1ccc(-c2n[nH]c(C)c2-c2cnn(-c3ccccc3)c2)c(O)c1C	-12	12	-20	1	-3	-8	0	6	50*
O=C(NC1CCN(C(=S)NCc2ccco2)CC1)NC12CC3CC(CC(C3)C1)C2	-3	-2	18	-4	-1	3	5	-3	27
O=C(Nc1cccc2ncccc12)c1cccnc1	-4	10	21	0	3	2	0	8	6
O=C(COC(=O)CCCc1c[nH]c2ccccc12)Nc1ccc2c(c1)OCO2	-2	11	11	-10	-1	9	0	0	3
CC1CCN(c2ncccc2C(=O)O)CC1	3	2	24	-7	-8	3	5	-4	11
COc1ccc(Cc2nnc(SCc3c(C)noc3C)n2C2CCCCC2)cc1OC	-3	-1	5	-2	-2	-6	1	-1	2
CS(=O)(=O)N1CCN(c2ccccc2NC(=O)Cc2ccc(Cl)cc2)CC1	-1	8	12	-7	-1	-2	4	-1	22
S=c1nc(-c2ccccc2)n(Cc2ccco2)c2c1CCCC2	-5	2	-2	-1	2	-3	-5	-3	5

More structures
SMILES	PostGolgi yeast	HIV Rev-RRE inh	S1P2 antag	S1P2 ag	PTPN22 inh 2	EphB4 antag	PTPN22 act	FAK blocker	PostGolgi ctrl
CCOC(=O)c1c(NC(=O)c2ccoc2C)sc(C)c1C	-2	1	-35	-3	7	-1	-10	0	6
CC(C)c1ccc(NC(=O)C(c2ccccc2)N2CCOCC2)cc1 (stereo not drawn)	0	x	x	x	-4	x	2	x	11
N/C(=N\OC(=O)c1ccco1)c1ccc(Br)cc1	0	5	14	-9	-6	2	8	2	3
COc1cc2c(c(OC)c1)C(c1cccc(OC)c1OC)CC(=O)N2 (stereo not drawn)	3	14	19	-4	-4	10	2	11	7
Cc1cc(-n2c(C)cc(C(=O)CN3C(=O)NC4(CCCCC4C)C3=O)c2C)no1 (stereo not drawn)	9	7	15	-6	-7	4	4	0	-11
Cc1ccc(COc2ccc(Br)cc2/C=N/O)cc1	19	18	7	-1	8	-7	-3	3	44*
CCCN1C(=O)/C(=C/c2ccc(C)s2)NC1=S	x	5	-6	-6	2	9	0	0	x
Cc1cccc(-n2nnnc2SCn2nnc3ccccc3c2=O)c1	-1	4	7	-7	-9	3	7	3	15
Clc1ccc(CSc2nc3ccncc3[nH]2)cc1	7	5	7	-3	1	3	-4	7	9
O=C(N/C(=N\O)c1ccccc1)Nc1ccc(Cl)cc1	4	2	-12	-5	8	-1	-10	-1	1
O=C(N/N=C/c1ccc(Cl)cc1Cl)c1cccc(F)c1	10	0	-7	-5	-1	-5	5	6	12
Clc1ccc(Oc2cccc(/C=N/n3cnnc3)c2)cc1	4	9	16	2	-4	6	4	-1	22
Cc1cc2cc(C)c3nnc(SCC(=O)N4CCN(C(=O)c5ccco5)CC4)n3c2cc1C	x	2	-9	-2	-3	-2	-2	2	x
Cc1nnc(NC2=NCCC2)s1	2	4	9	-3	-16	0	13	5	18
O=C(NC1CCN(C(=O)Nc2ccccc2)CC1)C1CCCCC1	11	3	2	-9	14	-3	-16	0	8
CN(Cc1ccccc1)C(NC(=O)c1ccccc1)C(Cl)(Cl)Cl (stereo not drawn)	9	6	-12	-3	6	-1	-3	-3	35*
CCOC(=O)Cc1[nH]nc2c1C(C1C=CCCC1)C(C#N)=C(N)O2 (stereo not drawn)	-8	-2	9	-9	-3	-7	2	0	11
CCOC(=O)c1c(C)oc2cc(Br)c(OCC(N)=O)cc12	x	-6	-8	-4	1	-4	-1	-3	x
COc1ccc([C@H]2[C@H](C(=O)C(C)(C)C)N3N=Cc4ccccc4C3[C@]23N=C(c2ccccc2)OC3=O)cc1OC (stereo partly drawn)	3	-2	-17	2	0	-1	0	-6	7
O=C(NC1(C(F)(F)F)NC(=O)N(Cc2cccnc2)C1=O)c1cccs1 (stereo not drawn)	-1	6	6	-5	9	-4	-7	-1	18
CCOC(=O)c1sc(N)c(C(=O)OCC)c1COC(=O)C1CC(=O)N(Cc2ccco2)C1 (stereo not drawn)	18	6	-19	-2	-3	-4	0	0	4

Of the compounds above, six contain an aryl thioether with sulfur outside any ring.
SMILES	PostGolgi yeast	HIV Rev-RRE inh	S1P2 antag	S1P2 ag	PTPN22 inh 2	EphB4 antag	PTPN22 act	FAK blocker	PostGolgi ctrl
O=C(CSc1nc(-c2ccccc2)cc(=O)[nH]1)N1CCc2ccccc21	2	2	-1	-2	-1	7	-2	6	6
Cc1nc(SCC(=O)c2ccccc2)n[nH]1	-5	3	3	-6	4	-6	-4	0	3
COc1ccc(Cc2nnc(SCc3c(C)noc3C)n2C2CCCCC2)cc1OC	-3	-1	5	-2	-2	-6	1	-1	2
Cc1cccc(-n2nnnc2SCn2nnc3ccccc3c2=O)c1	-1	4	7	-7	-9	3	7	3	15
Clc1ccc(CSc2nc3ccncc3[nH]2)cc1	7	5	7	-3	1	3	-4	7	9
Cc1cc2cc(C)c3nnc(SCC(=O)N4CCN(C(=O)c5ccco5)CC4)n3c2cc1C	x	2	-9	-2	-3	-2	-2	2	x

Screens: PubChem BioAssay, several laboratories
